Bioassay records as filed in PubChem.
TDP43 rescue: rescues yeast growth from TDP-43 toxicity; AID 652104; Potency, µM (series often up to 46.1 µM), inactives show at the top dose growth rescue (activation), most hits filed as activators; 410,000 compounds, 1.8% hits; TDP-43 expressing yeast growth rescue, BacTiter-Glo, 24 h; also: % of control where 0% means no effect; nearly all actives have a fitted effect of over 50% in size
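Yeast expressing TDP-43 (pregrown in raffinose, seeded at OD600=0.02 in galactose medium) exposed to compounds 24 hr at 30 deg C. Growth read by BacTiter-Glo luminescence; rescue of toxicity appears as increased signal.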
EPAC2 ag: activates human EPAC2 exchange factor | Q8WZA2 | EPAC2 activation, biochemical qHTS; response scale: 100% = 6.5 mM cAMP response | Potency, µM (top dose mostly 154 µM), for inactives: top-dose activation, most hits filed as activators | 360,000 compounds, 0.079% hits | AID 720711; also: nearly all actives have a fitted effect of over 50% in size
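Readout is BODIPY fluorescence (480 nm excitation, 540 nm emission), which falls as labeled GDP is exchanged off Rap1B. EPAC2 at 100 nM acted on 250 nM RAP1B-BODIPY-GDP with 50 uM GDP present.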
EPAC1 agonist: EPAC1 (human) agonism; O95398; EPAC1 agonist qHTS, biochemical assay; response scale: 100% = response to 6.5 mM cAMP; Potency, µM (highest dose often 154 µM), inactives show at the highest dose activation, usual class: activators; 360,000 compounds, 0.073% hits; AID 720707; also: nearly all actives have a fitted effect of over 60% in size
Target sequence (O95398 whole entry, looked up): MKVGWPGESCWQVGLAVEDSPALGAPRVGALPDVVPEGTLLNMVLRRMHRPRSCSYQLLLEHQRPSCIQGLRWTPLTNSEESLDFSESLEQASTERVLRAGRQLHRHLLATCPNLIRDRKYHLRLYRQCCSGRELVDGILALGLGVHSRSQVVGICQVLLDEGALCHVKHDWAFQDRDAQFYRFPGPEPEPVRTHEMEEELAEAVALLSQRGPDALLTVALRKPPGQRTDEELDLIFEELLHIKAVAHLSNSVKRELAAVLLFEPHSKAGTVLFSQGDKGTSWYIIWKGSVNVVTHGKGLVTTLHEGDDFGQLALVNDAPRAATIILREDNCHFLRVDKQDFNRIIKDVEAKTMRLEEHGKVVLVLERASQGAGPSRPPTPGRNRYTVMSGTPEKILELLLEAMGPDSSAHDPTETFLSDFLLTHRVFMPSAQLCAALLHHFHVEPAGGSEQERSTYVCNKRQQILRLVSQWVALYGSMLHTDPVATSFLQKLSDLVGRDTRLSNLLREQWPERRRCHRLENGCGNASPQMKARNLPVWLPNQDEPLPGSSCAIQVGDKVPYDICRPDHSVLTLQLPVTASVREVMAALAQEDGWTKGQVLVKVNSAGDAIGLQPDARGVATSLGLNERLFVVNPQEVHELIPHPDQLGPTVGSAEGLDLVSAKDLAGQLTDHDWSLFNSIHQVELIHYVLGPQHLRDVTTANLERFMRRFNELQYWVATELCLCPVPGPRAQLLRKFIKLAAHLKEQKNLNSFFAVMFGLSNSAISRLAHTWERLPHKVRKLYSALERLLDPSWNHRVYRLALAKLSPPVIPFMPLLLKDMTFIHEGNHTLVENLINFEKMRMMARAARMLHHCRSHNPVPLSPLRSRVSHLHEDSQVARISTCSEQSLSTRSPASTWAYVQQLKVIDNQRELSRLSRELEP
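Normalized to 6.5 mM cAMP, activity reflects EPAC1-catalysed release of BODIPY-GDP from Rap1B, followed kinetically over 30 min at 480 nm excitation, 540 nm emission. Reaction contained 100 nM EPAC1, 250 nM Rap1B-BODIPY-GDP, 50 uM GDP.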
EPAC2 antag: EPAC2 (human) antagonism | Q8WZA2 | EPAC2 GEF exchange of Rap1B-BODIPY-GDP, fluorescence | Potency, µM (titrated, usually from 114 µM), inactives show at the top dose activity, negative = inhibition, usual class: inhibitors | 360,000 compounds, 0.18% hits | AID 720708; also: % is scaled to controls: 0 for no effect and ±100 for the full control effect; nearly all actives have a fitted effect of over 45% in size; many of its hits are not listed in these tables
FUS yeast rescue: suppressors of FUS proteinopathy in yeast | S. cerevisiae FUS-expressing, growth rescue, OD600, 24 h | Potency, µM (doses to about 76.6 µM), without a hit: top-dose growth rescue (activation), usual class: activators | 390,000 compounds, 0.24% hits;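 also: plate controls were DMSO vehicle for no effect and reference control for full effect; nearly all actives have a fitted effect of over 55% in size; some results filed as inactive show a strong effect at the top dose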
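Steps: raffinose overnight preculture; dilution to OD 0.005 in 2% galactose minimal medium; compound addition (concentration series); 24hr at 30C, 99% humidity; absorbance read at 600 nm.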
EPAC1 antag: antagonists of human EPAC1; O95398; EPAC1 GEF assay, Rap1b-BODIPY-GDP exchange fluorescence; Potency, µM (titrated, usually from 115 µM), without a hit: at the top dose activity change, negative = inhibition, hits mostly inhibitors; 360,000 compounds, 0.14% hits;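 also: plate controls were vehicle for no effect and positive control for full effect; nearly all actives have a fitted effect of over 50% in size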
PTHR1 agonist: agonists of human PTHR1 parathyroid hormone receptor | Potency, µM (titrated, usually from 115 µM), for inactives: top-dose activation, usual class: activators | Q03431 | 410,000 compounds, 0.075% hits | HEK293 GP2 PTHR1 cells, GloSensor cAMP luminescence, 1 h | AID 743266; also: nearly all actives have a fitted effect of over 55% in size; some results filed as inactive show a strong effect at the top dose; inactives centre near -15; many of its hits are not listed in these tables
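HEK-293-derived GP2 cells expressing PTHR1 and a GloSensor cAMP reporter, 3,000/well, plated overnight, given luciferin plus IBMX (each 0.5 mM as added) for 1 h at 37 °C, then compound for 1 h at 37 °C. Luminescence was read after 15 min at room temperature.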
aSyn yeast inh: rescues yeast growth from alpha-synuclein toxicity; Yeast expressing alpha-synuclein, growth rescue, BacTiter-Glo, 24 h; 370,000 compounds, 0.14% hits; AID 652106; Potency, µM (top dose mostly 46.1 µM), without a hit: top-dose growth rescue (activation), usual class: activators; also: % of control where 0% means no effect; nearly all actives have a fitted effect of over 65% in size
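Rescue of yeast growth: cells expressing toxic alpha-synuclein, induced in galactose at OD600 0.02, incubated with compound 24 h at 30 C. ATP luminescence quantified growth; inhibitors of toxicity appear as activators.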
The depositor's hits bear a star; i = inactive; ? = inconclusive; / = not tested or not shown; & = joins results of further samples; [ ] = another dose, or the depositor's remark. Calls follow the shape of the dose curve; as a rule, active = well fitted curve in the direction sought with a large enough effect; inconclusive = small, poorly fitted or top-dose-only effect, or another doubt; inactive = no such curve, though single readings can be large; an effect the other way counts as inactive or inconclusive. Potency is read from the fitted curve at half-maximal effect. This is a subset; rates above refer to the full screens.

The opening 6 compounds (preview)
SMILES | TDP43 rescue | EPAC2 ag | EPAC1 agonist | EPAC2 antag | FUS yeast rescue | EPAC1 antag | PTHR1 agonist | aSyn yeast inh
CCCn1cc(SCC(=O)NCC2CCCO2)c2ccccc21 (configuration not stated) | 28% | 13% | -9% | -3% | -16% | -11% | -18% | -5%
O=C(CCNS(=O)(=O)c1ccccc1)NCCCSc1ccccc1 | 4% | -7% | 8% | 1% | / | -1% | -30%[inhibitor] | -2%
CCNCc1cc(Cl)c(OCc2ccccc2)c(OCC)c1 | -17%[9.22 µM] | 7% | 5% | -1% | 15% | -5% | i | -4%
CC1(C(=O)Nc2ccc3c(c2)OCO3)CCN1C(=O)CCc1ccc(Cl)cc1Cl (configuration not stated) | ? | 7% | 17% | -16% | 38% | -5% | -5% | 9%
Cc1ccc(F)cc1NC(=S)NCCc1ccccc1 | ? | 8% | 10% | -10% | -18% | -6% | i | -12%
Cc1ccc(NC(=O)CSc2nnc3ccccn23)cc1S(=O)(=O)N1CCOCC1 | / | 6% | 12% | -6% | 29% | ? | i | 1%

Main list, repeating the preview:
SMILES | TDP43 rescue | EPAC2 ag | EPAC1 agonist | EPAC2 antag | FUS yeast rescue | EPAC1 antag | PTHR1 agonist | aSyn yeast inh
CCCn1cc(SCC(=O)NCC2CCCO2)c2ccccc21 (configuration not stated) | 28% | 13% | -9% | -3% | -16% | -11% | -18% | -5%
O=C(CCNS(=O)(=O)c1ccccc1)NCCCSc1ccccc1 | 4% | -7% | 8% | 1% | / | -1% | -30%[inhibitor] | -2%
CCNCc1cc(Cl)c(OCc2ccccc2)c(OCC)c1 | -17%[9.22 µM] | 7% | 5% | -1% | 15% | -5% | i | -4%
CC1(C(=O)Nc2ccc3c(c2)OCO3)CCN1C(=O)CCc1ccc(Cl)cc1Cl (configuration not stated) | ? | 7% | 17% | -16% | 38% | -5% | -5% | 9%
Cc1ccc(F)cc1NC(=S)NCCc1ccccc1 | ? | 8% | 10% | -10% | -18% | -6% | i | -12%
Cc1ccc(NC(=O)CSc2nnc3ccccn23)cc1S(=O)(=O)N1CCOCC1 | / | 6% | 12% | -6% | 29% | ? | i | 1%
CN(Cc1ccccc1)S(=O)(=O)c1ccc(Cl)c(C(=O)NCc2ccc3c(c2)OCO3)c1 | 9% | ? | 12% | -9% | / | -10% | -18% | -5%
COc1ccc(C(=O)NC2CC3CCCC(C2)N3Cc2ccccc2)cc1 (configuration not stated) | -12% | 1% | 7% | 4% | -23% | 0% | -5% | -3%
CCOC(=O)c1cc2c(=O)n3cccc(C)c3nc2n(CC(C)C)c1=NC(=O)c1ccco1 | -5% | -10% | 2% | -13% | 8% | 5% | -6% | -1%
CCCCN(CC)CCNC(=O)c1cc2c(=O)n(C)c3ccccc3c2s1 | -23% | 5% | 5% | 2% | 22% | 10% | i | 4%
O=C(NNc1cc(Br)c(O)c(Br)c1)c1ccccc1 | -10% | 6% | -2% | -8% | -3% | ? | -89%[inhibitor] | 4%
O=C1CCCC(=O)N1c1ccc(O)cc1 | -14% | 10% | 12% | 3% | -15% | -12% | i | -10%
O=C(COC(=O)C1=COCCO1)NCc1ccc(Cl)cc1 | -9% | 2% | -10% | 25% | -22% | -3% | i | -1%
Cc1ccc(NC(=O)CSc2nnc(CNC(=O)C34CC5CC(CC(C5)C3)C4)n2-c2ccc(F)cc2)cc1 | 12% | -26% | -39%[inhibitor] | 20% | ? | 17% | -8% | 7%
NS(=O)(=O)c1ccc(NC(=O)c2cc(-c3ccccc3O)n[nH]2)cc1 | -12% | 15% | 8% | 12% | 29% | -2% | i | -1%
C[C@]12C=CC(=O)C=C1CC[C@@H]1C2C(O)C[C@@]2(C)C1CC[C@]2(O)C(=O)COC(=O)CCC(=O)NC(CC(=O)O)C(=O)O (some centres not stated) | -3% | 4% | 2% | -9% | -14% | -25% | -4% | 1%
O=C(Nc1ccccn1)c1cc(-n2cnnc2)ccc1Cl | 21% | 9% | 9% | 10% | -41% | -3% | i | 5%
CCOc1ccc(/C=C2/SC(=S)N(CCC(=O)Nc3ccc(C(=O)O)cc3)C2=O)cc1 | 7% | 9% | -18% | 4% | 3% | 0% | -58%[inhibitor] | -5%
C[C@H](NCc1c[nH]c2ccccc12)c1ccccc1 | 8% | 6% | 11% | 9% | 6% | 11% | -7% | 2%
C=CCn1c(SCC(=O)NC2CCCCC2)nc2ccccc2c1=O | 10% | 8% | -3% | 8% | 11% | 7% | i | 6%

A few values from the list.
Result for COc1ccc(C(=O)NC2CC3CCCC(C2)N3Cc2ccccc2)cc1 (configuration not stated) under EPAC1 antag: 0%
Result for Cc1ccc(F)cc1NC(=S)NCCc1ccccc1 under EPAC1 antag: -6%

Further records follow.
SMILES | TDP43 rescue | EPAC2 ag | EPAC1 agonist | EPAC2 antag | FUS yeast rescue | EPAC1 antag | PTHR1 agonist | aSyn yeast inh
CC[N+]1=CN(c2ccccc2)C(C)=CC1(C)C | -20% | -1% | 3% | 1% | 5% | 6% | i | 3%
COc1ccc(C)cc1Nc1n[n+](-c2ccccc2)c(-c2ccc(N(C)C)cc2)s1 | -8% | 25% | 13% | -8% | ? | -4% | -54%[inhibitor] | 5%
CCC1(c2ccc(F)cc2)NC(=O)N(CC(=O)N2CCc3ccccc32)C1=O (configuration not stated) | -17% | -1% | -6% | -4% | 10% | 0% | -4% | 3%
Cc1ccc(OC(=O)c2cccc(C(=O)Oc3ccc(C)cc3)n2)cc1 | -11% | 3% | 5% | -1% | 1% | -11% | i | 5%
CC(C)c1cccc(C(C)C)c1NC(=O)COC(=O)[C@H](C)NC(N)=O | -19% | 14% | 11% | -4% | 3% | 8% | i | -3%
CCC(=O)Nc1cccc(-c2nnc(-c3ccccc3)o2)c1 | 1% | -1% | 1% | 6% | 8% | 3% | i | -11%
Cc1[nH]n(-c2ccccc2)c(=O)c1C(=O)c1cccc(F)c1 | 17% | 8% | -5% | -8% | -1% | ? | -30%[inhibitor] | -20%
CCC1Nc2ncnc(N3CCCCC3)c2N(Cc2ccc(C)cc2)C1=O (configuration not stated) | -16%&13% | 5%&1% | 2%&0% | ? | 33%&19% | 2%&2% | -5%&-4% | -1%&18%
COc1ccc(OC)c(C(=O)Cn2c3[n+](c4ccc(C(F)(F)F)cc42)CCCCC3)c1 | -14% | 17% | 5% | 4% | 28% | -7% | -16% | -8%
CCOC(=O)c1cc(NC(=O)c2ccc(Cl)cc2)c(=O)n2c1oc1ccc(Cl)cc12 | -19% | 0% | -4% | 8% | -7% | 13% | i | 9%
CCc1ccc(C(=O)COC(=O)C(Cc2ccccc2)NC(=O)C2CCC(C)CC2)cc1 (configuration not stated) | 6% | 1% | 0% | 0% | -4% | -3% | ? | 0%
O=C(O)CC/C(=N/NC(=O)c1ccc(-c2ccccc2)cc1)c1ccccc1 | 2% | -1% | 21% | -5% | 27% | -17% | -3% | 2%
COc1cc(C=O)ccc1OC(=O)c1cccnc1 | 14% | 5% | 1% | 2% | -25% | 1% | 18% | 4%
COc1ccc(/C=C/C(=O)c2cc(F)ccc2OC(=O)c2ccc(OC)c(OC)c2)cc1OC | ? | 7% | 12% | -7%[57.1 µM] | ? | -13% | -56% | 21%
COc1ccc(OC)c(NC(=O)c2ccc(NS(C)(=O)=O)cc2)c1 | -16% | 0% | 2% | 2% | 13% | -3% | i | ?
CC(C)Sc1nc2c(c(=O)n1-c1ccc(F)cc1)SCC2 | ? | 2% | 6% | -4% | 7% | -3% | 0%[57.5 µM] | -7%
COc1cccc(/C=C2\CCC(C3CCCC3)C2=O)c1OC (configuration not stated) | ? | 4% | -3% | -10% | 7.9µM* | 3% | -23% | -10%
Cc1cc(C)c(-n2nnnc2SC(C)C)c(C)c1 | 0% | 5% | 6% | -5% | / | -8% | -13% | 4%
Cc1ccc(NC(=O)CCCn2nc(C)c3c(C)n(-c4ccccc4)nc3c2=O)c(Cl)c1 | -14%&-11% | -9% | 5% | -11% | 3%&-17% | 6% | i | -11%
O=C(CSc1ccc2nnc(-c3ccccn3)n2n1)Nc1ccccc1C(F)(F)F | -12% | 8% | 1% | 30%[activator] | / | -3% | i | -7%

Four of the entries above in order of the EPAC2 antag value, ascending:
molecule | EPAC2 ag | EPAC2 antag | FUS yeast rescue | EPAC1 antag | PTHR1 agonist
Cc1cc(C)c(-n2nnnc2SC(C)C)c(C)c1 | 5% | -5% | / | -8% | -13%
CCC1(c2ccc(F)cc2)NC(=O)N(CC(=O)N2CCc3ccccc32)C1=O (configuration not stated) | -1% | -4% | 10% | 0% | -4%
Cc1ccc(OC(=O)c2cccc(C(=O)Oc3ccc(C)cc3)n2)cc1 | 3% | -1% | 1% | -11% | i
CCOC(=O)c1cc(NC(=O)c2ccc(Cl)cc2)c(=O)n2c1oc1ccc(Cl)cc12 | 0% | 8% | -7% | 13% | i

(listing goes on)
SMILES | TDP43 rescue | EPAC2 ag | EPAC1 agonist | EPAC2 antag | FUS yeast rescue | EPAC1 antag | PTHR1 agonist | aSyn yeast inh
Cc1ccc(S[C@@H](CCN2CC[C@H](O)CCC2=O)c2ccccc2)cc1 | 11% | 6% | 3% | -10% | 11% | 3% | -2% | -2%
CCOP(=O)(OCC)C(Nc1ccc(F)cc1)c1ccccc1 (configuration not stated) | -12%[1.82 µM] | 4% | -7% | 2% | 21% | -12% | -25% | 6%
COc1ccc(CCNS(=O)(=O)c2ccccc2[N+](=O)[O-])cc1OC | 18% | 6% | 13% | 11% | -5% | 0% | i | -1%
O=C(NCCc1nccs1)C1CCC(=O)N(Cc2cccc(C(F)(F)F)c2)C1 (configuration not stated) | 21% | -4% | 5% | 2% | / | 6% | i | -2%
CCOc1ccc2oc(=O)cc(CN3CCOCC3)c2c1 | 7% | 18% | 7% | 9% | 26% | -8% | i | -1%
COc1cccc(CNC(=O)CCC(=O)N2CCSc3ccccc32)c1OC | ? | 4% | 4% | -26% | 7% | ? | -62%[inhibitor] | 1%
O=C(NCc1ccco1)C1CC(=O)N(c2ccc(O)cc2)C1 (configuration not stated) | -15% | -6% | 4% | -1% | -3% | 1% | i | -9%
O=C1C=C(c2ccccc2)CCC1 | ? | -1% | -1% | -3% | -27% | -7% | i | 0%
COc1ccc(CN2CCN(Cc3c[nH]c4ccccc34)CC2CCO)c(F)c1 (configuration not stated) | 11% | 11% | 1% | -3% | 21% | ? | i | 20%
CN(C)C(CNC(=O)c1cc(S(=O)(=O)N(C)c2ccccc2)ccc1Cl)c1cccs1 (configuration not stated) | 2% | 4% | -4% | 7% | 17% | -8% | -14% | -2%
